Screens (PubChem)
Mtb BioA inh: inhibitors of Mycobacterium tuberculosis BioA enzyme; 360,000 compounds, 0.096% hits; AID 602481; inhibition, % at 9.99 µM; purified M. tuberculosis BioA enzyme, plate reader; in the data active = inhibition above about 40%
Vc quorum ag: inducers of Vibrio cholerae quorum light production without autoinducers; V. cholerae BH1578 lux reporter, luminescence, 6 h; AID 588436; 350,000 compounds, 0.16% hits; activation, % at 18.7 µM; in the data active = activation mostly above about 9.7%, no sharp cut-off; also: not every result past the cut was called active; inactives centre near 0; reference of the scale not given here
PfHsp40 rescue: rescue of PfHsp40-mediated yeast toxicity; 340,000 compounds, 0.68% hits; growth rescue, % at 12.5 µM; S. cerevisiae expressing PfHsp40, growth rescue, ATP luminescence; in the data active = growth rescue above about 28%, passing the limit was not always enough;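 also: yeast W303a lacking pdr1 and pdr3 grown in galactose medium; growth measured after three days at 30 °C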
Yp Topo-I inh: blocks Yersinia pestis topoisomerase I activity; Y. pestis Topo-I cleavage product accumulation, plate reader; activity, % at 10 µM; 360,000 compounds, 0.064% hits; AID 504884; in the data active = activity above about 50%, passing the limit was not always enough; also: inactives centre near 2
FadD28 binding: blocks FadD28 binding to the bisubstrate probe; fluorescence polarization; inhibition, % at 12.5 µM; 360,000 compounds, 0.22% hits; in the data active = inhibition above about 8.5%, passing the limit was not always enough
UGM FP inh: blocks M. tuberculosis UGM enzyme. P9WIQ1. 320,000 compounds, 0.06% hits. inhibition, % at 10 µM. purified UGM, fluorescence polarization probe displacement; in the data active = inhibition above about 10%, passing the limit was not always enough
Target sequence (P9WIQ1 whole entry, looked up): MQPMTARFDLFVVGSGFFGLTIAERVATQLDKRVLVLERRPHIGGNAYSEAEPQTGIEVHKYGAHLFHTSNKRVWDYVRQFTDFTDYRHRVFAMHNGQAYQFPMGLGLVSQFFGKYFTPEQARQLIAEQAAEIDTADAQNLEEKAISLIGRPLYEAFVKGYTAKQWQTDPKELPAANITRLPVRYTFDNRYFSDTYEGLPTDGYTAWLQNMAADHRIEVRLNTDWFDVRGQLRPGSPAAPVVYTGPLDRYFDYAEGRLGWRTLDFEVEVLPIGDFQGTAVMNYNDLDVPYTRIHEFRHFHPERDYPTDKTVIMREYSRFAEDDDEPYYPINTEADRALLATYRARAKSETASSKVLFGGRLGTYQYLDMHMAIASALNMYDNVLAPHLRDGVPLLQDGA
TcdB inh: inhibitors of Clostridioides difficile toxin B glycohydrolase; TcdB glycohydrolase enzymatic assay, plate reader; inhibition, % at 9.99 µM; 350,000 compounds, 0.24% hits; AID 652162; in the data active = inhibition above about 10%
GDH-TPI inh: GDH-TPI coupled enzyme inhibition counter-screen. GDH-TPI coupled enzyme counterscreen, NADH absorbance. inhibition, % at 4.8 µM. 360,000 compounds, 1.2% hits. AID 588335; in the data active = inhibition above about 30%;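 also: 0% = DMSO wells and 100% = wells lacking the enzyme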
FBA Mtb inh: inhibits M. tuberculosis FBA enzyme; P9WQA3; purified M. tuberculosis FBA, fluorescence read-out; inhibition, % at 1 µM; 360,000 compounds, 2.3% hits; in the data active = inhibition above about 27%;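 also: 0% = vehicle and 100% = reference inhibitor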
Target sequence (P9WQA3 whole entry, looked up): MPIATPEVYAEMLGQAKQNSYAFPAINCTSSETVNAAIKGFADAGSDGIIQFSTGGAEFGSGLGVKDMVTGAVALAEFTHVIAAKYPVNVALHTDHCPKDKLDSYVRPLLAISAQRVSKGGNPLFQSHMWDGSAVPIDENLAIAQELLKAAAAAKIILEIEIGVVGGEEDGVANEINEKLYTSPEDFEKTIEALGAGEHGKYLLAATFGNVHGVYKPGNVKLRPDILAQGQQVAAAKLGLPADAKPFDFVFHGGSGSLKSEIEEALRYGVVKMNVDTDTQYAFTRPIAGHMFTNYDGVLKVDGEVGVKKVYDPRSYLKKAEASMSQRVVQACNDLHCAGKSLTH
* hit, by the source's call; i = inactive; . = no result given; & = joins results of further samples. No enrichment for hits; 4.6% or so of the library scored in one or more.

SMILES	Mtb BioA inh	Vc quorum ag	PfHsp40 rescue	Yp Topo-I inh	FadD28 binding	UGM FP inh	TcdB inh	GDH-TPI inh	FBA Mtb inh
CCC(CC)c1nnc(NC(=O)c2nn(C)c(=O)c3ccccc23)s1	.	i	0.9	1	-1.4	-0.4	.	5	1
S=C(Cc1cccnc1)N1CCOCC1	.	-0.2	-0.4	-4	-2.4	-0.6	.	9	5
Cc1ccc(C(=O)NC(=S)Nc2ccccc2C)cc1	.	i	8.2	19	-2.0	2.9	0.3	-3	-1
COc1cccc(NC(=O)N2CCC(C(=O)Nc3ccc(C)cc3C)CC2)c1	-0.9	-0.7	-0.2	2	-1.2	-0.1	.	11	-3
c1csc(-c2cn3ccc4ccccc4c3n2)c1	.	-1.2	4.1	-12	-0.1	5.1	1.1	5	47*
O=C(COC(=O)C1=COCCO1)Nc1ccc(F)c(F)c1	0.7	-0.9	-0.3	7	-0.1	4.0	0.6	3	-3
O=C(Nc1ccccc1Cl)c1cc(C2CCCN(C(=O)c3cccc(O)c3)C2)on1 (stereo unspecified)	-0.6	-1.2	.	9	-6.2	.	1.3	15	1
Cc1oc(-c2ccc(F)cc2)nc1CN(Cc1ccccn1)CC1CCCO1 (stereo unspecified)	4.9	-0.3	-0.8	29	-0.7	0.6	0.9	4	-2
COc1cccc(NC(=O)C23CCC(C)(C(=O)O2)C3(C)C)c1 (stereo unspecified)	0.4	0.4	-1.5	5	0.3	3.0	.	3	3
CCOc1cc2c(C#N)c(N(CC)CC)nc(N)c2c(N)n1	-1.9	i	2.1	-3	-1.3	6.5	-4.6	19	3
CCCC(=O)Nc1ncnc2c1ncn2[C@@H]1O[C@@H]2COP(=O)(O)O[C@H]2[C@H]1OC(=O)CCC	-0.7&-0.4	0.6&-0.5	-0.9&-0.4	-3&0	-3.6&-1.8	-0.5	1.0&0.9	-9&6	2&4
COC(=O)C1=C(C)Nc2nc3ccccc3n2C1c1cc(OC)c(OC)c(OC)c1 (stereo unspecified)	-0.6	i	.	0	-4.7	-2.0	1.7	0	0
CCCN(Cc1nnc(-c2cccs2)o1)C(=O)CN1C(=O)NC2(CCC(C)CC2)C1=O (stereo unspecified)	0.9	-1.4	1.7	0	-2.5	2.6	-0.2	-11	2
CCOc1ccc(NS(=O)(=O)c2ccc3[nH]cc(C(=O)N(CC)CC)c(=O)c3c2)cc1	0.7	-2.0	2.4	-2	-3.9	-1.3	.	4	2
Cc1ccc(C(=O)OCC(=O)Nc2ccccc2)cc1S(=O)(=O)N1CCCCC1	0.0	2.1	1.2	20	0.7	-0.4	3.1	-1	-2
S=c1[nH]c2cc(Cl)ccc2s1	.	0.8	16	-3	1.9	1.2	-0.8	9	3
Cc1ccc(OCC(=O)N2CCC3(CC2)CC(=O)c2ccccc2O3)cc1	9.8	-1.7	-0.9	29	0.4	4.8	-0.7	4	5
O=c1c2ccccc2nc(/C=C/c2ccccc2)n1-c1ccc(O)cc1	1.5	-8.3	1.7	2	-2.3	0.9	1.4	19	6
COc1ccc(Nc2nc(CC(C)=O)ns2)cc1OC	8.9	.	-0.4	4	1.3	2.1	1.3	5	1
O=C(NCCC1=CCCCC1)c1ccc2c(c1)N(Cc1ccccc1)C(=O)CS2	-0.8	i	0.1	-4	-3.8	0.0	.	-4	2
Cc1cccc(CNCc2ccccc2)c1	-1.3	-0.3	2.2	-2	-2.5	1.7	0.9	-6	-2
COc1cc(C(=O)OCc2csc(CC(=O)Nc3ccccc3C)n2)ccc1OCC(C)C	0.1	-2.5	-0.5	25	-3.4	.	-1.9	4	-2
COc1cccc(CNC(=O)C2CCCN(S(=O)(=O)N3CC(C)CC(C)C3)C2)c1 (stereo unspecified)	-2.2	i	0.2	0	-1.9	1.7	0.6	-4	1
O=C(Nc1nncs1)C1c2ccccc2Oc2ccccc21	.	1.6	1.3	7	0.6	-0.5	.	9	1
O=[N+]([O-])c1cnc2nc(-c3ccncc3)nn2c1O	.	-0.5	-1.4	-2	-1.2	2.9	1.0	25	-5

The list goes on:
SMILES	Mtb BioA inh	Vc quorum ag	PfHsp40 rescue	Yp Topo-I inh	FadD28 binding	UGM FP inh	TcdB inh	GDH-TPI inh	FBA Mtb inh
O=C(CN1CCCC1)Nc1cccc(Cl)c1Cl	-2.5	i	-0.7	1	-0.8	-1.8	0.6	6	1
CN1OC(COC(=O)c2ccc(Cl)cc2)CC1c1ccccc1 (stereo unspecified)	-2.5	-0.3	0.6	-7	1.0	0.9	.	21	0
COc1ccc(N2C(=O)CSC2c2cccc(F)c2)cc1 (stereo unspecified)	0.7	i	-1.2	-1	-4.1	1.0	0.2	-5	39*
S=c1[nH]nc(-c2cccnc2)n1/N=C/c1ccccc1	-0.8	0.9	0.4	-1	1.3	0.3	4.4	8	6
CCOc1cc(CNCCc2ccc(S(N)(=O)=O)cc2)ccc1OCC(=O)NC(C)(C)C	-0.2	-0.7	-1.4	0	-3.7	-1.4	.	-3	1
Cc1oc(C2CC2)cc1C(=O)O	2.1	-1.8	-0.4	-1	-2.1	0.1	.	-15	2
COc1ccc(OC)c(N2C(=O)c3cccnc3C2=O)c1	-2.0	-0.5	0.0	2	1.7	0.7	0.0	-5	4
COc1ccc(C#Cc2cccc(-c3nc(C(=O)NCc4ccc(Oc5ccccc5)cc4)cc4c3[C@@H](CCO)N(S(=O)C(C)(C)C)C4)c2)cc1OC (stereo partly specified)	-1.3	.	.	.	-13	.	0.8	.	0
CC1(C)CC(=O)/C(=C\c2cccc([N+](=O)[O-])c2)C(C)(C)N1	.	-4.5	0.1	1	-0.7	-0.5	0.4	-3	-2
CC1CC(=O)Nc2ccccc2N1C(=O)COc1cc(Cl)ccc1Cl (stereo unspecified)	0.1	-0.3	1.0	4	-1.6	-2.9	0.6	5	3
Cc1ccc(/C(N)=N/OC(=O)CN(C)S(=O)(=O)c2ccc(C)cc2)cc1	-2.2	i	0.3	22	2.8	3.0	1.6	5	1
Cc1ccc(OCCN(C)C(=O)c2cc(COc3ccc(F)cc3F)on2)cc1	-2.0	-0.8	16	17	-2.7	6.0	0.7	0	-1
COc1ccc(C(=O)Oc2ccc(/C=N/NC(=O)c3cccnc3)cc2OC)cc1	.	-2.7	0.9	32	-3.2	-1.9	0.6	15	0
COc1ccc(-c2c(C#CC(C)(C)O)c3ccccc3n2C)cc1	0.4	1.0	-0.1	38	-0.6	-1.1	0.5	12	2
COc1ccc(C(=O)Nc2ccccc2C)cc1S(=O)(=O)N1CCOCC1	0.2	-0.5	-1.2	1	-1.3	0.2	2.0	8	-1
O=C1CCCC/C1=C\Nc1ccc(C(=O)O)c(O)c1	.	i	-0.1	-1	31*	0.7	0.3	18	6
CCN(CC)S(=O)(=O)c1ccc(NC(=O)c2ccc(CN3CCOCC3)cc2)cc1	6.2	-0.6	0.9	5	-3.1	0.2	.	2	2
COc1ccc(N(CC(=O)Nc2cc(C)on2)S(=O)(=O)c2ccc(Cl)cc2)cc1	1.9	i	0.1	8	-5.8	-1.2	.	-6	1
CCC(c1nnnn1CCOC)N1CCN(c2nc3ccccc3s2)CC1 (stereo unspecified)	.	-0.2	-1.5	17	-3.5	-1.7	0.9	4	-1
Nc1cc(C(=O)OCC(=O)NCC2CCCO2)ccc1Cl (stereo unspecified)	.	0.3	-0.6	-1	-0.9	0.8	.	-5	6
COc1ccc(C(=O)Nc2ccnn2C2CCN(Cc3ccccn3)CC2)cc1	-3.4	-0.4	2.6	1	-3.2	2.0	3.2	-2	2
COc1cccc(CN2CCC(C(=O)N3CCC(C)CC3)CC2)c1	.	i	0.6	-10	-2.7	1.6	0.7	-8	1
CC(C)Oc1ccc2c(=O)c(-c3ccccc3)coc2c1	-0.6	i	1.2	7	-2.1	-1.3	0.6	0	-2
CCN(Cc1ccccc1)C(=O)c1oc2ccc(C)cc2c1C	0.0	-0.8	3.7	53*	-2.9	-1.8	1.4	8	1
Cc1ccc(C(=O)CCC(=O)OCC(=O)Nc2ccccc2SCC#N)cc1	.	0.2	0.5	33	-3.4	4.8	2.7	4	-1

Further compounds:
SMILES	Mtb BioA inh	Vc quorum ag	PfHsp40 rescue	Yp Topo-I inh	FadD28 binding	UGM FP inh	TcdB inh	GDH-TPI inh	FBA Mtb inh
O=C(NCCc1ccccc1)C1CCCN1C(=O)Nc1cccc(Cl)c1 (stereo unspecified)	-0.9	-0.6	-0.4	5	-1.9	0.5	-0.4	2	1
NC(=O)NCc1ccc(C(=O)OCc2ccncc2)cc1	0.0	-6.7	-1.0	2	-1.5	-0.4	0.3	1	0
CN(C)c1ccc(/C=C/C(=O)c2cccc(Br)c2)cc1	-10	-6.2	4.6	-1	1.3	-12	.	7	-8
CC(C)(C)[C@@H]1C=C(C(=O)N2CCN(Cc3ccc4c(c3)OCO4)CC2)O[C@H](OCc2ccc(CO)cc2)C1	0.5&2.9	i	0.2	25	-3.1	-3.5	0.2&0.2	1	0
Cc1ccc(NC(=O)COC(=O)C2C3CC4OC(=O)C2C4C3)cc1Cl (stereo unspecified)	0.0	-0.3	-1.7	5	-2.6	4.1	-1.0	2	3
CCC1=Nc2cc(C(=O)NCCCN3CCOCC3)ccc2Sc2ccc(Br)cc21	5.0	-1.8	-0.5	29	-8.5	2.5	3.0	1	-2
COc1ccc(-n2ccnc2SCC(=O)NCc2ccc3c(c2)OCO3)cc1	1.0	-0.3	1.1	2	-2.2	1.2	.	-12	1
Cc1ccc(NC(=O)c2cccc(N3C(=O)CCC3=O)c2)nc1	-1.9	i	0.6	-2	-1.0	-3.6	.	-11	1
CCOC(=O)N1CCN(S(=O)(=O)c2ccc(C(=O)Nc3nc4ccc(F)cc4s3)cc2)CC1	.	-7.1	-1.2	-4	-3.1	-0.3	1.1	2	0
CCNC(=O)C1(C)CCN(Cc2cccc(C(F)(F)F)c2)C1 (stereo unspecified)	-0.1	i	.	1	-2.8	.	0.7	-6	-3
O=C(Nc1ccc(Cl)cc1)c1ccncc1	8.2	-5.9	-1.1	4	-1.1	0.1	.	-1	2
COc1cccc(OC)c1OCc1cc(C2C3CCCC=C3C(C#N)=C(N)C2(C#N)C#N)c(C)cc1C (stereo unspecified)	-2.0	0.5	-0.9	12	0.9	-3.6	.	-4	6
O=C1CCCC(O)=C1N=Nc1cccc(C(=O)O)c1	0.3	-0.3	0.8	17	2.5	2.3	0.0	10	-6

7 compounds already listed, ordered by length of the SMILES, ascending:
SMILES	Mtb BioA inh	Vc quorum ag	PfHsp40 rescue	Yp Topo-I inh	FadD28 binding	UGM FP inh	TcdB inh	GDH-TPI inh	FBA Mtb inh
O=C(CN1CCCC1)Nc1cccc(Cl)c1Cl	-2.5	i	-0.7	1	-0.8	-1.8	0.6	6	1
NC(=O)NCc1ccc(C(=O)OCc2ccncc2)cc1	0.0	-6.7	-1.0	2	-1.5	-0.4	0.3	1	0
O=[N+]([O-])c1cnc2nc(-c3ccncc3)nn2c1O	.	-0.5	-1.4	-2	-1.2	2.9	1.0	25	-5
Cc1ccc(NC(=O)c2cccc(N3C(=O)CCC3=O)c2)nc1	-1.9	i	0.6	-2	-1.0	-3.6	.	-11	1
O=C(NCCc1ccccc1)C1CCCN1C(=O)Nc1cccc(Cl)c1 (stereo unspecified)	-0.9	-0.6	-0.4	5	-1.9	0.5	-0.4	2	1
COc1cccc(NC(=O)C23CCC(C)(C(=O)O2)C3(C)C)c1 (stereo unspecified)	0.4	0.4	-1.5	5	0.3	3.0	.	3	3
Cc1ccc(NC(=O)COC(=O)C2C3CC4OC(=O)C2C4C3)cc1Cl (stereo unspecified)	0.0	-0.3	-1.7	5	-2.6	4.1	-1.0	2	3
